# Screening data as filed in PubChem.
# D2 ag – agonists of human D2 dopamine receptor | P14416 | HEK293 T-REx D2 cells, calcium flux agonist mode | activation, % at 2 µM | hit rate 0.53% among 340,000;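 active = activation over 3 SD above normal in the single-dose calcium agonist read, cut at about 30% in these data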; also: 0% is about no effect
#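 HEK293 Trex D2 cells, tetracycline-induced, o/n 30 C 5% CO2; no-wash Ca dye, RT 30–90 min; 10-cycle baseline, 23 nl cpd added, kinetic Ca read 180 s; agonist hits = positive Ca response.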
# TrxR1 substrate – substrates of rat thioredoxin reductase 1; O89049; purified TrxR1 substrate turnover, NADPH consumption readout; Potency, µM (highest dose often 114 µM), for inactives: at the top dose activity change, negative = substrate turnover; hit rate 0.01% among 390,000; also: potency is read from the fitted curve at half-maximal effect; % is scaled to controls: 0 for no effect and ±100 for the full control effect; nearly all actives have a fitted effect of over 50% in size
# Target sequence (O89049 whole entry, looked up): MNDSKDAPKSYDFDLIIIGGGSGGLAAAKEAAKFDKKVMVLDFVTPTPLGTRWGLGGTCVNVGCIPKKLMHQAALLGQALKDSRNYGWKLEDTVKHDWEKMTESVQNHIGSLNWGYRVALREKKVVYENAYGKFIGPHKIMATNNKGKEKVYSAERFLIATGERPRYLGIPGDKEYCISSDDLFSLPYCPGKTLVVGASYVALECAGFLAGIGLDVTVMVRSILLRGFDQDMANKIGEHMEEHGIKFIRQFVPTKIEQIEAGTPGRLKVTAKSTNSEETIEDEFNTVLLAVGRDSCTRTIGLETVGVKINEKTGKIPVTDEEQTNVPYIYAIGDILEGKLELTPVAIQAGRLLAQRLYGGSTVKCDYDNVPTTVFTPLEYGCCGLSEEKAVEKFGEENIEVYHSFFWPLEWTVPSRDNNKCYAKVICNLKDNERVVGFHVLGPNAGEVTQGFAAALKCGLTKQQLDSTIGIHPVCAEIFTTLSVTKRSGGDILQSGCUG
#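 Rat TrxR1, dispensed at 90 nM, was prereduced with 400 uM NADPH (final) for 5 min at ~22 deg C, then incubated with compound 15 min before 400 uM selenite. A first-read NADPH fluorescence drop versus no-compound background flagged substrates.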
# TRHR ag – agonists of human TRH receptor; activation, % at 2 µM; hit rate 0.18% among 360,000; AID 493084; P34981; TRHR cells, calcium flux fluo-8, FDSS agonist mode; in the data active = activation above about 30%; also: 0% is about no effect
#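 Steps: seed TRHR cells overnight; add fluo-8 no-wash Ca dye, RT 30 min–1.5 h; record 10 s baseline; pin-transfer compounds; monitor fluorescence 1 cycle/s for the agonist window. Calcium increases flag candidate agonists.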
# USP1-UAF1 inh – inhibitors of human USP1/UAF1 deubiquitinase. recombinant USP1/UAF1, Ub-Rhodamine cleavage fluorescence. AID 743255. hit rate 0.23% among 390,000. Potency, µM (top dose mostly 57.1 µM), for the others: at the top dose activity change, negative = inhibition, actives largely listed as inhibitors; also: potency is read from the fitted curve at half-maximal effect; % is scaled to controls: 0 for no effect and ±100 for the full control effect; nearly all actives have a fitted effect of over 60% in size; inactives centre near -12
#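 High-throughput fluorogenic screen: 1nM USP1/UAF1 complex, Ub-Rho substrate 150nM final, 50mM HEPES pH 7.8 with 0.5mM EDTA, 0.1 mg/ml BSA, 1mM TCEP and 0.01% Tween-20.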
# TRHR PAM – allosterically enhances the human TRH receptor. TRHR cells, fluo-8 calcium fluorescence, EC20 TRH enhancement. enhancement, % at 2 µM. hit rate 0.66% among 360,000. AID 493056; in the data active = enhancement above about 30%; also: 0% is about no effect
#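 Enhancer read-out: after compound pinning and an initial kinetic agonist-mode read, an EC20 of TRH (10 nM final) was injected and fluo-8 calcium signal (Ex 480/Em 530) followed at 1 s/cycle for 100 cycles in TRHR-expressing cells.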
# IDH1 R132H inh – blocks human mutant IDH1 R132H enzyme; O75874; IDH1-R132H enzyme, NADPH consumption, diaphorase/resazurin fluorescence; Potency, µM (top dose mostly 76.6 µM), for the others: at the highest dose activity change, negative = inhibition, actives largely listed as inhibitors; hit rate 0.093% among 390,000; also: potency is read from the fitted curve at half-maximal effect; % is scaled to controls: 0 for no effect and ±100 for the full control effect; nearly all actives have a fitted effect of over 65% in size
# Target sequence (O75874 whole entry R132H, stated change not applied): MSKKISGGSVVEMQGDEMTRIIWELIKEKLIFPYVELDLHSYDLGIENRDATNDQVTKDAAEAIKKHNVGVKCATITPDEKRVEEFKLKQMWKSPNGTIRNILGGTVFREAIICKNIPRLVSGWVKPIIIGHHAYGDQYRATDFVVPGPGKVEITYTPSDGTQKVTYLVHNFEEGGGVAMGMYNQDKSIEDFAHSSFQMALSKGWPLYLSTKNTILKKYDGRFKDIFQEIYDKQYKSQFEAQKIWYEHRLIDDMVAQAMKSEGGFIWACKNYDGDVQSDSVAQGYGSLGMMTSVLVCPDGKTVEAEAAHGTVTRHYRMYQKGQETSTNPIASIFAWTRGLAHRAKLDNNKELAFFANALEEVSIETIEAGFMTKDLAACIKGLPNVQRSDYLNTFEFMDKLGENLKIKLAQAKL
#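 IDH1-R132H (0.5 ug/mL dispensed) in pH 7.5 Tris buffer was preincubated 30 min with compound, then given a substrate mix of 0.016 mM NADPH and 2 mM alpha-KG for 80 min at room temperature; remaining NADPH was read by diaphorase/resazurin fluorescence.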
# D2 antag – antagonists of human D2 dopamine receptor; P14416; HEK293 TREx D2 cells, calcium flux, dopamine EC80; inhibition, % at 10 µM; hit rate 2% among 340,000; AID 485344; in the data active = inhibition above about 30%; also: 0% is about no effect
#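 Compounds are added to dye-loaded, induced HEK293 T-REx cells coupled to calcium release via D2; after a 3 min kinetic read an EC80 dopamine stimulus is given and fluorescence is recorded for 3 more min.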
# TrxR1 inh – inhibitors of rat thioredoxin reductase 1; O89049; recombinant rTrxR1, NADPH fluorescence consumption, selenite substrate; Potency, µM (titrated, usually from 114 µM), for inactives: top-dose activity change, negative = inhibition, hits mostly inhibitors; hit rate 1% among 390,000; AID 588453; also: potency is read from the fitted curve at half-maximal effect; % is scaled to controls: 0 for no effect and ±100 for the full control effect; nearly all actives have a fitted effect of over 65% in size
#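 Rat TrxR1 (90 nM in the dispensed reagent) was pre-reduced with 400 uM NADPH for 5 min at room temperature, then incubated with compound for 15 min. After 400 uM selenite was added, NADPH fluorescence (Ex 340/Em 450 nm) was followed for 8 min.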
# Pin1 inhibitor – human Pin1 inhibition; hit rate 0.009% among 390,000; Q13526; Pin1 FP peptide displacement, HiFluor488, 10 min; Potency, µM (highest dose often 115 µM), inactives show at the top dose activity, negative = inhibition, hits mostly inhibitors; AID 504891; active = well fitted inhibition curve with a large enough effect in the polarisation, with a control signal flat, not every such curve was filed as active; inconclusive = small, poorly fitted or top-dose-only effect, or effect the other way, or a change in a side signal; inactive = no such curve, though single readings can be large or run the other way; the % refers to the polarisation; also: potency is read from the fitted curve at half-maximal effect; % is scaled to controls: 0 for no effect and ±100 for the full control effect
# Target sequence (Q13526 whole entry, looked up): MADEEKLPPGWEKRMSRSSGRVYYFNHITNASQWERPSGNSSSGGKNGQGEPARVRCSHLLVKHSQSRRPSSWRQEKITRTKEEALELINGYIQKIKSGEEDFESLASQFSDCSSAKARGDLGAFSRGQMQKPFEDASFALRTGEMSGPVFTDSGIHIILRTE
# * marks the source's active call; other numbers are inactive results; ? = inconclusive; / = not tested or not shown; & = joins results of further samples; [ ] = dose if it differs, or a comment. Unless noted, calls follow the shape of the dose curve; as a rule, active = well fitted inhibition curve with a large enough effect; inconclusive = small, poorly fitted or top-dose-only effect; inactive = no such curve, though single readings can be large or run the other way.
SMILES,D2 ag,TrxR1 substrate,TRHR ag,USP1-UAF1 inh,TRHR PAM,IDH1 R132H inh,D2 antag,TrxR1 inh,Pin1 inhibitor
CCOC(=O)C1CCN(C(=O)CCc2c(C)nc3cc(-c4ccc(OC)cc4OC)nn3c2C)CC1,0.0,28%,-0.1,-21%,3,-2%,0,29%,-1%
COc1ccc(/C=N/NC(=O)c2cccc(NC(=O)c3ccccc3)c2)c(C(=O)O)c1OC,-1.0,-14%,-0.5,-23%,2,1%,-1,?,4%
O=C1NC(NS(=O)(=O)c2ccccc2)(C(F)(F)F)C(=O)N1c1cccc(Cl)c1 (stereo not given),-0.3,-5%,-0.2,-1%,2,-9%,1,6%,1%
Cc1ccc(C2(C)NC(=O)N(CC(=O)Nc3ccccc3C(=O)N3CCCCC3)C2=O)cc1 (stereo not given),1.9,1%,0.7,-9%,0,4%,-11,9%,-2%
COc1ccc(C(C)=O)cc1CC(=O)N(Cc1ccccc1)c1ccccc1,5.0,7%[57.1 µM],-0.6,-21%,5,1%,-12,8%[57.1 µM],11%
C#CCOCCOCCOCCNc1nc(N2CCOCC2)nc(N2CCN(C(=O)CCCCCCCCCCNC(=O)[C@@H](CCC(=O)O)n3cc(CCCCCN)nn3)CC2)n1,0.1,5%,-0.2,-11%,-4,3%,2,1%,-3%
C=CCc1c(C)nc(-c2ccccc2)nc1N/N=C/c1ccccc1,-1.0,-11%,-0.3,-15%,0,11%,-9,22%,-3%
Cc1cc(C)cc(NC(=O)Cn2c(-c3cncs3)nc3ccccc32)c1,-0.3,-3%,-0.4,-23%,13,/,/,27%[11.4 µM],29%
COc1ccc(NC(=O)C2CCN(S(=O)(=O)c3c(C)noc3C)CC2)cc1,0.9,-1%,-0.4,-11%,6,0%,1,10%,0%
CCc1cccc(C)c1NC(=O)CSc1nc2ccccc2nc1Cc1ccccc1,1.2,-3%[57.1 µM],0.1,0%,3,-19%,/,14%[57.1 µM],5%
O=C(O)C(c1ccccc1)c1ccccc1,/,202%[activator],/,0%,/,-16%,/,130%[activator],-4%
Oc1cccc(-c2nc3ccc4ccccc4c3c3c2CCC3)c1,1.1,12%[57.1 µM],0.8,-24%,7,5%,13,4%[57.1 µM],-2%
Nc1c(-c2ccccc2)c(CSc2nc3ccccc3[nH]2)nn1-c1ccc(Cl)cc1,-0.1,-2%,-0.5,-27%,-4,-5%,-24,?,48%[activator]
COc1ccc(C(=O)Nc2ccc(OC)c([N+](=O)[O-])c2)cc1Br,-2.7,4%,-0.6,-25%,-3,1%,-10,20%,-4%
CCCc1ncc(C(O)(c2ccccc2)c2ccccc2)n1C,-0.3,3%[57.1 µM],0.8,-19%,28,5%,-11,9%[57.1 µM],-5%
Cc1cccc(C)c1Nc1nnc(SCC(=O)Nc2sccc2C#N)s1,-1.1,-8%[57.1 µM],-1.0,-10%,7,7%,-5,-10%[57.1 µM],21%
CC(=O)c1cccc(NC(=O)N2CCCC2C(=O)Nc2cccc(C)c2C)c1 (stereo not given),-0.6,-4%,-0.1,-6%,-7,5%,-1,-5%,-5%
CC(C)CNC(=O)CN1C(=O)NC(Cc2c[nH]c3ccccc23)C1=O (stereo not given),1.4,5%,-0.1,-19%,-4,-6%,-1,28%,-4%
CC(C)C[C@@H](CN1CCCC1CN1C(=S)NC[C@@H]1Cc1ccc(O)cc1)N1C[C@H](Cc2ccccc2)N(CC2CCCCC2)C1=S (stereo not given in full),/,4%,/,-12%,/,2%,/,21%,10%
Cc1cc(C(=O)Nc2c(F)cc(F)cc2Br)c(C)o1,0.8,16%,-0.3,-18%,0,3%,-1,-10%,15%
CCCN(C(=O)c1cc2c(=O)oc3ccccc3c2s1)c1ccccc1C,0.6,-4%,0.4,-29%,-2,17%,/,-7%,0%
Cn1cnnc1SCC(=O)NNC(=O)COc1ccc(Cl)cc1,/,-8%,0.4,-27%,6,-2%,/,2%,1%
O=C1OCC/C1=C\c1ccccc1,0.0,1%,-0.5,-18%,-3,-5%,5,9%,-5%
CC(C)(C)OC(=O)N1CCC(c2c(C(=O)N3CCN(c4ccccc4)CC3)cnn2-c2ccccc2)CC1,0.6,3%,-0.9,-7%,16,-4%,/,9%,2%
C[C@@H]1NS(=O)(=O)[C@H]2C[C@@H]3C=C[C@]2(O3)[C@H]1OC(=O)Nc1ccc(C(F)(F)F)cc1[N+](=O)[O-],0.9,-5%&-4%,0.6,-21%,-2,0%,-6,3%&2%,0%

# Following part:
SMILES,D2 ag,TrxR1 substrate,TRHR ag,USP1-UAF1 inh,TRHR PAM,IDH1 R132H inh,D2 antag,TrxR1 inh,Pin1 inhibitor
COc1ccc(C(NC(=O)/C=C/c2ccco2)c2ccc(OC)c(OC)c2)cc1OC,-0.4,-8%,0.5,-17%,-5,-4%,-5,4.5µM*,18%
O=C(Nc1ccccc1N1CCOCC1)c1cccc2c(Br)cccc12,-0.5,4%,0.6,-18%,-2,0%,-3,21%,9%
Cc1cc(=O)n2c3ccccc3n(CC(O)CN3CCC(C)CC3)c2c1C#N (stereo not given),-0.2,1%,0.5,-1%,7,7%,2,-1%,1%
COc1ccc(CCNC(=O)C(=O)N2CCCC2)cc1OC,0.1,8%[57.1 µM],0.6,-2%,-11,7%,4,10%[57.1 µM],-9%
CC(Sc1nnnn1C)C(=O)NC1CCCC1 (stereo not given),/,9%[57.1 µM],/,-14%,/,-6%,/,18%[57.1 µM],3%
Cc1c(O)ccc2c(CN3CCOCC3)cc(=O)oc12,0.0,95%[activator],0.9,-31%,1,-8%,13,-11%,-6%
Cc1ccc(S(=O)(=O)N2CCCCC2)cc1C(=O)N1CCCC1,1.4,0%,0.8,-9%,-1,-8%,0,2%,-12%
COc1ccc(-c2cc(C)nc(SCc3cccc(C(=O)O)c3)n2)cc1,-0.2,-2%,-0.1,-15%,-2,6%,3,-15%,6%
CCOC(=O)CSc1ccc2nnc(-c3cccnc3)n2n1,-0.3,25%,0.1,-8%,11,8%,0,9%,-5%
COc1cc(-c2nnc(SCC(=O)Nc3ccc4c(c3)OCCO4)o2)cc(OC)c1OC,-0.5,2%,0.2,-19%,3,1%,15,18%,2%
CC(C)[C@H](NC(=O)N1CCn2c1nc1ccccc12)C(=O)N1CCCCC1,0.4,-1%,0.2,-12%,2,-9%,16,14%,3%
CCOc1ccc(CNC(=O)CSc2nnc(C)c3c(C)n(-c4ccc(Cl)cc4)nc23)cc1,/,2%,-0.1,5%,-3,9%,/,24%,?
O=C(Nc1ccc2c(c1)OCCO2)c1cccc2nc3ccccc3nc12,0.1,-10%,-1.0,-21%,-8,3%,-28,-8%,?
COc1cc(/C=C2\C(=O)NN(c3ccccc3)C2=O)ccc1OCC(N)=O,-1.7,/,0.3,/,-9,/,30,/,/
Cc1ccc(CN(C(=O)COc2ccc(Cl)cc2)c2ccccn2)o1,-1.3,4%,-0.7,-22%,-3,3%,/,-18%,0%
CSc1cccc(NC(=O)C2C3C=CC4(O3)C2C(=O)N(CCCN2CCOCC2)C4C(=O)NC2CCCCC2)c1 (stereo not given),1.3,7%,0.1,-10%,-2,-8%,10,24%,-4%
COc1cccc(NC(=O)c2oc3ccccc3c2NC(=O)Cc2cccc(C)c2)c1,0.6,17%,1.4,-11%,0,-4%,/,4%,2%
CCOc1ccccc1N(CC(=O)Nc1ccccc1F)S(=O)(=O)c1ccccc1,-0.3,-3%,0.2,-8%,6,2%,0,31%,1%
CCOC(=O)c1cc(-c2ccc(OC(F)F)cc2)nc2nc(SC)[nH]c(=O)c12,/,40%[activator],-0.8,-24%,8,0%,/,8%,8%
COC(=O)N1C(=O)[C@](c2ccc(Cl)cc2)(C(C)C)N1C(=O)OC,-0.4,4%,-0.1,-34%,-9,12%,15,7.9µM*,-3%
O=C1CCCc2cc(S(=O)(=O)N3CCCC(C(=O)NCc4ccccc4)C3)ccc2N1 (stereo not given),0.4,-2%,0.2,-32%,-3,-1%,/,13%,-4%
O=C(CN(Cc1ccc(F)cc1)S(=O)(=O)c1ccc(S(=O)(=O)N2CCOCC2)cc1)Nc1ccccc1,0.7,-5%,0.6,-8%,-7,1%,-1,-2%,1%
O=C(CCC(=O)N1CCN(S(=O)(=O)c2ccccc2)CC1)NC1CCCc2ccccc21 (stereo not given),-0.4,7%,-0.3,-19%,4,2%,-7,25%,-8%
O=C(COC(=O)CCc1nc2ccccc2c(=O)[nH]1)Nc1ccc(Cl)cn1,/,5%,1.9,-23%,-1,1%,/,21%,-1%
CCOc1cc(CN2CCN(C(=O)c3cccc4ccccc34)CC2)ccc1OC,-0.6,6%[2.29 µM],-0.5,-21%,-1,2%,5,23%[2.29 µM],0%
Cc1ccc(S(=O)(=O)N2CCCC(NC(=O)N3CCN(c4ccccc4)CC3)C2)cc1 (stereo not given),2.9,-8%,-1.7,-5%,-3,0%,4,-6%,-8%

# Arranged by SMILES length (high to low): three of the compounds above.
SMILES,D2 ag,TrxR1 substrate,TRHR ag,USP1-UAF1 inh,TRHR PAM,IDH1 R132H inh,D2 antag,TrxR1 inh,Pin1 inhibitor
COc1ccc(C(=O)Nc2ccc(OC)c([N+](=O)[O-])c2)cc1Br,-2.7,4%,-0.6,-25%,-3,1%,-10,20%,-4%
Cc1cc(C)cc(NC(=O)Cn2c(-c3cncs3)nc3ccccc32)c1,-0.3,-3%,-0.4,-23%,13,/,/,27%[11.4 µM],29%
O=C1OCC/C1=C\c1ccccc1,0.0,1%,-0.5,-18%,-3,-5%,5,9%,-5%

# This is a subset; count on the stated rates, not on these rows.
